NLRP3 yeast inh = NALP3 inhibition in yeast; Yeast reconstituted NLRP3/ASC/caspase-1, beta-gal luminescence, 24 h; inhibition, % at 10 µM; actives 0.39% (n = 330,000); AID 2825;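 active means inhibition of 50% or more; inactive means inhibition below 50%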;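 further: plate controls were induced DMSO wells for no effect and uninduced yeast grown without galactose for full effect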
mIAP act = increases mouse intestinal alkaline phosphatase activity | muIAP, CDP-Star luminescence, 30 min; hits give high values; 1 = vehicle-only enzyme signal, 0 = enzyme-free wells | activation factor at 10 µM | actives 0.24% (n = 330,000) | AID 2805;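 active means activation factor of at least 2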; further: the source names both 10 and 20 µM as test concentration; values of inactives mirror those of a sister screen read the other way
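Assay system: mouse IAP enzyme; reagent: chemiluminescent substrate CDP-Star; dosing: test compounds delivered from DMSO solution; schedule: 30 min at room temperature; measured by: luminescence from enzymatic CDP-Star hydrolysis; controls: DMSO-only wells and no-enzyme negative control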
SENP1 FRET inh = blocks the human SENP1 SUMO protease catalytic domain. Q9P0U3. recombinant SENP1 catalytic domain, CyPet-SUMO1-YPet FRET cleavage. inhibition, % at 10 µM. actives 0.21% (n = 360,000);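 active means inhibition at least 30% at 10 µM, raw YFP signal under a set limit, fluorescence ratio 0.5 to 1.5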;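 further: 0% = enzyme with DMSO and 100% = no enzyme wells; some results filed as inactive read as strong as hits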
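Controls: no-enzyme wells low, DMSO-plus-enzyme wells high control. Test system: human recombinant His6-tagged SENP1 catalytic domain enzyme. Reagent: SFCypet-SUMO1-SFYpet FRET protein substrate, 25 nM final. Doses: one dose per compound, 10 µM, 0.5% DMSO. Detection: FRET, CFP and YFP emission. Timing: 50 min reaction at room temperature.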
APOBEC3G inh = inhibitors of human APOBEC3G DNA deaminase | Q9HC16 | recombinant A3G, ssDNA deamination FAM/TAMRA fluorescence | inhibition, % at 20 µM | actives 0.28% (n = 330,000);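 active means inhibition of at least 40% at 20 µM, with no more than 30% in the related APOBEC3A deaminase screen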;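 further: plate controls were DMSO wells with A3G for no effect and wells lacking A3G enzyme for full effect; some compounds called inactive have numbers as strong as hits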
Target sequence (Q9HC16 whole entry, looked up): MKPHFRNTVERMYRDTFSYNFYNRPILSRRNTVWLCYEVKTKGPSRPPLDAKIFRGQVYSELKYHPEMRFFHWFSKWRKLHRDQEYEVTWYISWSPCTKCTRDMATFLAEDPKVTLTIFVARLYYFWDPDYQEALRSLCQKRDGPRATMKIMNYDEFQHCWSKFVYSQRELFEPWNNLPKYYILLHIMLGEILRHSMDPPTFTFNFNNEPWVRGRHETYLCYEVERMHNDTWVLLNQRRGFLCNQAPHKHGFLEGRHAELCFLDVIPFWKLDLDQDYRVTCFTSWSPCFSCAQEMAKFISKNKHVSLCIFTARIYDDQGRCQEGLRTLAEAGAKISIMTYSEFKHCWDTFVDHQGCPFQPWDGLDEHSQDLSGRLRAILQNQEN
A3A deaminase = human APOBEC3A DNA deaminase inhibition. P31941. recombinant A3A, FAM/TAMRA ssDNA deamination fluorescence. inhibition, % at 20 µM. actives 0.41% (n = 330,000). AID 493011;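 active means at least 40% inhibition at 20 µM here, with at most 30% in a related deaminase screen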;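 further: plate controls were A3A with DMSO for no effect and wells lacking A3A enzyme for full effect; some results filed as inactive read as strong as hits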
mIAP block = blocks mouse intestinal alkaline phosphatase | purified mouse IAP, CDP-Star luminescence, 30 min | inhibition, % at 10 µM | actives 0.2% (n = 330,000) | AID 2806;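 active means inhibition of at least 40% at 10 µM in the primary screen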;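 further: plate controls were DMSO with enzyme for no effect and no enzyme wells for full effect; values of inactives mirror those of a sister screen read the other way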
beta cell repl = induces beta-cell replication in MIN6 cells; MIN6 cells proliferation, ATPlite luminescence, 48 h; cells starved in 0.2% serum; 100% = growth in 10% serum; proliferation, % at 10 µM; actives 0.29% (n = 330,000);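 active means compounds whose signal lies at least 3.5 SD above the mean of all wells on their plate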;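 further: 0% = DMSO-treated cells in low-serum medium and 100% = 10% serum control; some compounds called inactive have numbers as strong as hits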
hIAP inh = human IAP inhibition; P09923; purified IAP, CDP-Star luminescence, 30 min; inhibition, % at 10 µM; actives 0.12% (n = 330,000); AID 2544;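 active means inhibition reaching a set limit with compound at 10 µM in the primary screen, cut at about 35% in these data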;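 further: plate controls were DMSO wells with enzyme for no effect and no-enzyme buffer wells for full effect; values of inactives mirror those of a sister screen read the other way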
Target sequence (P09923 whole entry, looked up): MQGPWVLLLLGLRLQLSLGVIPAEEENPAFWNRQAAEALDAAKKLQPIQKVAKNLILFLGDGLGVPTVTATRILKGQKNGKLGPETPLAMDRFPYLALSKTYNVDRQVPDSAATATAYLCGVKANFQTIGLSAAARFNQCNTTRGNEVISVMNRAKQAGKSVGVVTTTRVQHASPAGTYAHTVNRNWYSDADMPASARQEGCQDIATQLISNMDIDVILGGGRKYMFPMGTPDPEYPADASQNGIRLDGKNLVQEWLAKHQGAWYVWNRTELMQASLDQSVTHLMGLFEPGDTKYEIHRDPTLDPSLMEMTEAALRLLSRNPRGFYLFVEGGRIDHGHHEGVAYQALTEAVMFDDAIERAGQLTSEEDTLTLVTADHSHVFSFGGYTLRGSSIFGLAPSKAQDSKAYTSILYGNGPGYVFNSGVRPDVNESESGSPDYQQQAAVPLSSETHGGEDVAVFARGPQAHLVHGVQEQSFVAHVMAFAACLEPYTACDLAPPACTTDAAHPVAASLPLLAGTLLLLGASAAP
hIAP act = increases human intestinal alkaline phosphatase activity; P09923; purified human IAP, CDP-Star luminescence, 30 min; hits give high values; 1 = vehicle-only enzyme, 0 = enzyme-free background; activation factor at 10 µM; actives 0.16% (n = 330,000);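 active means activation factor of the enzyme at least 2-fold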; further: the source names both 10 and 20 µM as test concentration; values of inactives mirror those of a sister screen read the other way
Numbers without * were called inactive; . = no result given. A portion of the library, so the mix of outcomes need not match the whole.

SMILES | NLRP3 yeast inh | mIAP act | SENP1 FRET inh | APOBEC3G inh | A3A deaminase | mIAP block | beta cell repl | hIAP inh | hIAP act
COc1cccc(/C=C2\SC(=N)N(c3ccc(F)cc3)C2=O)c1 | -1 | 0.97 | 3 | -2 | 4 | 3 | 0 | 4 | 0.96
CC(/C=N/N1C(=O)CSC1=S)=C\c1ccccc1 | 4 | 0.72 | 2 | -2 | -2 | 28 | -2 | 8 | 0.92
CCOC(=O)c1cn(CC)c2ccc(Br)cc2c1=O | 0 | 1.1 | 1 | 9 | 35 | -8 | -5 | -22 | 1.2
Cc1ccc(CC(=O)Nc2nc3ccccc3[nH]2)cc1C | 8 | 0.87 | 2 | 2 | 1 | 13 | -2 | 0 | 1
Cn1c(CN2CCCC2)nc2cc(NC(=O)c3cccs3)ccc21 | 0 | 0.94 | -97 | -1 | 1 | 6 | -1 | 1 | 0.99
c1ccc(CN2CCN(c3ncnc4nc[nH]c34)CC2)cc1 | 1 | 0.95 | 1 | -4 | -3 | 5 | -2 | -42 | 1.4
Cc1cc(=O)oc2cc(OCC(=O)OCC(=O)NCc3ccc4c(c3)OCO4)ccc12 | 8 | 1 | 0 | -1 | 0 | 0 | -1 | -1 | 1
CN(c1ccc(OCC(=O)NC2=NCCS2)cc1)S(=O)(=O)c1ccc(F)cc1 | -16 | 1 | -1 | -3 | -4 | -2 | -3 | -4 | 1
O=C(C=C=Nc1ccccc1)C(=O)N=C=Cc1ccccc1 | -3 | 1 | 1 | 4 | -10 | -3 | -6 | 10 | 0.9
CC(=O)C1=C(C)Nc2cc(C(F)(F)F)ccc2S1 | 18 | 1 | -9 | -9 | -5 | -4 | -4 | -3 | 1
Cc1ccc(CNC(=O)c2cc(-c3ccccc3C)nn2CC2CC(c3cccnc3)=NO2)cc1 (stereo not given) | 9 | 1.4 | 2 | -8 | -7 | -40 | -5 | 6 | 0.94
O=C(Nc1ccc(CN2CCCCC2)cc1)Nc1ccccc1Cl | 9 | 1.6 | 1 | 0 | -3 | -60 | -1 | 4 | 0.96
CCn1c2ccccc2c2cc(NC(=O)CNCc3ccccc3OC)ccc21 | 16 | 0.93 | 2 | -10 | -4 | 7 | -4 | -13 | 1.1
COc1ccc(N2CCN(C(=O)c3c(C)nn(-c4ccccc4)c3C)CC2)cc1 | 3 | 0.9 | 0 | -9 | -4 | 10 | 1 | 8 | 0.92
O=S(=O)(c1ccc(F)cc1)N1CCN(C(=S)NC2CCCC2)CC1 | 7 | 1 | 2 | -5 | -3 | -3 | -2 | -5 | 1.1

Compound profiles, from the list above:
O=C(C=C=Nc1ccccc1)C(=O)N=C=Cc1ccccc1 reads NLRP3 yeast inh = -3; mIAP act = 1; SENP1 FRET inh = 1; APOBEC3G inh = 4; A3A deaminase = -10; mIAP block = -3; beta cell repl = -6; hIAP inh = 10; hIAP act = 0.9
c1ccc(CN2CCN(c3ncnc4nc[nH]c34)CC2)cc1 reads NLRP3 yeast inh = 1; mIAP act = 0.95; SENP1 FRET inh = 1; APOBEC3G inh = -4; A3A deaminase = -3; mIAP block = 5; beta cell repl = -2; hIAP inh = -42; hIAP act = 1.4

Limited to mIAP act, for some of the entries so far:
Structure	mIAP act
CC(/C=N/N1C(=O)CSC1=S)=C\c1ccccc1	0.72
CCOC(=O)c1cn(CC)c2ccc(Br)cc2c1=O	1.1

(cont.)
SMILES | NLRP3 yeast inh | mIAP act | SENP1 FRET inh | APOBEC3G inh | A3A deaminase | mIAP block | beta cell repl | hIAP inh | hIAP act
COc1ccc(NC(=O)CSCc2cc(=O)n3nc(C4CC4)sc3n2)cc1 | -4 | 0.99 | 2 | -7 | -2 | 1 | -1 | 13 | 0.87
O=C(CN(Cc1ccco1)C(=O)CNS(=O)(=O)c1ccccc1)NCc1ccc(F)cc1 | 19 | 1 | 1 | -8 | -5 | -2 | 0 | 21 | 0.79
COC(=O)c1scc2c(Oc3ccccc3)cc(C(F)(F)F)nc12 | 9 | 0.92 | . | 9 | -5 | 8 | -1 | -2 | 1
COc1cc(NS(=O)(=O)c2ccc3ccccc3c2)c2ncccc2c1 | 18 | 1.1 | 2 | -5 | 0 | -10 | -7 | -45 | 1.5
CCCCOc1ccc(C(=O)NCCc2cccs2)cc1 | 32 | 1 | 0 | -5 | -4 | -4 | -2 | 8 | 0.92
CS(=O)(=O)n1nc(OC(=O)c2cccs2)cc1N | -7 | 1.1 | 4 | -7 | -1 | -6 | 2 | -10 | 1.1
COc1ccc(CSCC(=O)N/N=C/c2ccc(OCC(=O)N3CCCCC3)cc2)cc1 | 4 | 0.98 | 2 | 22 | 52* | 2 | -3 | -10 | 1.1
CCOc1ccc(N(C(=O)C2CCCO2)C2C=CS(=O)(=O)C2)cc1 (stereo not given) | 12 | 1.1 | -1 | -9 | -1 | -7 | 0 | -4 | 1
OCCn1c(-c2ccccc2)csc1=Nc1ccccc1 | 29 | 1.1 | 3 | -2 | -1 | -14 | -2 | 2 | 0.98
COc1ccc(NC(=O)Nc2ccc3oc(C)nc3c2)cc1 | 16 | 1.1 | 0 | -3 | -1 | -12 | -2 | 1 | 0.99
COc1ccc(CNC(=O)CC2C(=O)NCCN2C2Cc3ccccc3C2)cc1 (stereo not given) | 6 | 0.98 | 4 | -10 | -4 | 2 | -3 | -14 | 1.1
Cc1ccc(C(=O)Nc2ccc3nc(C)sc3c2)s1 | 49 | 0.96 | 1 | -9 | -2 | 4 | 0 | 3 | 0.97
O=C(Nc1c2c(nn1-c1ccccc1)CS(=O)(=O)C2)c1ccco1 | 12 | 1.1 | 2 | 0 | 15 | -5 | 4 | 7 | 0.93
CC(C)(C)C(=O)Nc1ccccc1C(=O)NCCC(=O)Nc1ccccc1 | 15 | 1.1 | 3 | 12 | 2 | -6 | 0 | -5 | 1.1
Cc1ccc(C)c(NC(=O)COC(=O)CC2CC3CCC2C3)c1 (stereo not given) | 18 | 1 | 4 | -6 | -5 | -2 | 2 | 11 | 0.89
CCCNC(=O)[C@@H]1CCCN1C(=O)[C@@H]1Cc2ccccc2CN1 | -4 | 0.94 | -1 | -3 | -2 | 6 | -4 | 16 | 0.84
CC1(C)Cc2c(cnn2-c2cccc(F)c2)C(NC(=O)Cn2cccn2)C1 (stereo not given) | 2 | 1 | 2 | -11 | -3 | -2 | -1 | 7 | 0.93
O=C(CSc1nnc(-c2cccnc2)o1)Nc1nccs1 | 12 | 0.86 | 3 | -14 | -5 | 14 | -4 | -5 | 1.1
Cc1c(C#N)c2ccccc2n1CC(=O)NCc1ccccc1 | 3 | 1 | -63 | -5 | 1 | -3 | -3 | -6 | 1.1
Cc1cc(OC(=O)c2c(C)cc(O)cc2O)cc(O)c1C(=O)O | 19 | 1.1 | -3 | 4 | 0 | -10 | -2 | -6 | 1.1
O=C(CC1NC2CCCCC2NC1=O)Nc1cccc(C(F)(F)F)c1 (stereo not given) | -10 | 0.91 | -2 | -2 | -1 | 9 | -2 | 15 | 0.85
Cc1c(NC(=O)c2cc(-c3ccccc3)on2)c(=O)n(-c2ccccc2)n1C | 13 | 1 | 1 | 0 | 2 | -4 | -1 | -17 | 1.2
Nc1cccc(Oc2ccc3c(c2)C(=O)NC3=O)c1 | 4 | 0.9 | 3 | 2 | 2 | 10 | -3 | 5 | 0.95
O=C1c2ccccc2C(=O)c2cc(NC(=O)C3CC3)ccc21 | 36 | 0.87 | -15 | 1 | -3 | 13 | -3 | 12 | 0.88
Cc1c(-c2ccc(F)cc2)nc(N)c(C#N)c1-c1ccco1 | 16 | 0.91 | 7 | 1 | 3 | 9 | -1 | 0 | 1
Cc1ccc(S(=O)(=O)NC(C(=O)OCC(=O)NC2CCS(=O)(=O)C2)C(C)C)cc1 (stereo not given) | 14 | 0.94 | 3 | -1 | 0 | 6 | -2 | -6 | 1.1
CCCCNC(=O)NNC(=O)c1ccc(F)cc1 | 11 | 0.95 | 1 | -14 | -2 | 5 | 0 | -2 | 1
COc1ccc(C2N(c3ccc(C)cc3)CCN2c2ccc(C)cc2)cc1O | 31 | 0.95 | -1 | -2 | -2 | 5 | -2 | 5 | 0.95
O=C(OC(c1ccccc1)c1nccc2ccccc12)c1cc([N+](=O)[O-])cc([N+](=O)[O-])c1 (stereo not given) | 18 | 0.93 | 2 | 2 | 10 | 7 | -1 | 3 | 0.97
CCOC(=O)C1CCN(C(=O)c2oc3ccc(S(=O)(=O)N4CCCCCC4)cc3c2C)CC1 | 8 | 0.98 | 2 | -2 | 3 | 2 | 0 | 8 | 0.92
CC(=O)N1CC2(C)CN(C(C)=O)CC(C)(C1)C2=O | 5 | 0.81 | -1 | 1 | 4 | 19 | 2 | -10 | 1.1
CC(C)c1nc(=S)c2ccccc2[nH]1 | -12 | 0.91 | -1 | 0 | 3 | 10 | -2 | 12 | 0.88
CCOC(=O)c1cccc(C2=CC(=O)C[C@H](c3ccc(OC)c(OC)c3)C2)c1 | 27 | 0.91 | 2 | -10 | -3 | 9 | 4 | 5 | 0.95
CC(=O)Nc1ccc(NC(=O)CSc2nnc(NC(=O)Cc3ccc(F)cc3)s2)cc1 | 2 | 1 | 2 | -4 | 1 | -2 | 6 | 4 | 0.96
CC(C)Oc1ccc(Cc2cnc(N)nc2N)cc1 | 9 | 0.94 | -3 | -4 | -2 | 6 | -2 | 8 | 0.92
